Source: PubChem BioAssay (Broad Institute)
miR-122 sensor = inhibitors of miR-122 in Huh7 cells; AID 602342; actives 0.3% (n = 340,000); Huh7 miR-122 Renilla luciferase sensor, 48 h; neutral wells = 0, positive control = 100; activation (reporter increase), % at 12.5 µM;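 active means mean replicate activation score at least 90 and every replicate individually at or above 90; inconclusive means only one of the two criteria met; inactive means neither criterion met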;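 further: higher luciferase means less miR-122 activity so hits act as miR-122 inhibitors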
ERp5 block = inhibitors of human ERp5 | Q15084 | ERp5 insulin aggregation, absorbance 650 nm, 90 min | inhibition, % at 9.99 µM | actives 0.05% (n = 350,000) | AID 651711;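 active means mean replicate inhibition above about 25%, with every replicate also reaching it, limit read from the data, passing the limit was not always enough; inconclusive means only one of those two criteria met; inactive means neither criterion met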
Target sequence (Q15084 whole entry, looked up): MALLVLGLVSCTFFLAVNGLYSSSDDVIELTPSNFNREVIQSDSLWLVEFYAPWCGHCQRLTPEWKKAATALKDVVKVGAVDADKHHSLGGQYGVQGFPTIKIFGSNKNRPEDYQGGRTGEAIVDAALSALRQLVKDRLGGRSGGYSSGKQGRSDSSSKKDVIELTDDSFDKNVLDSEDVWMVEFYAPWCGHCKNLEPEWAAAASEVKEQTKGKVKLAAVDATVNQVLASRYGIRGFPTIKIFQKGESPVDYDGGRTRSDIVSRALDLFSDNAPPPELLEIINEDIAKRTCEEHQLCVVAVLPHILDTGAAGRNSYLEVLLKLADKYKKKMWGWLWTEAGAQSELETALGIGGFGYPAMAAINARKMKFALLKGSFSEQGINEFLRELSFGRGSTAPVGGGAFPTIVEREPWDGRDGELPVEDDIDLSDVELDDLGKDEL
ARNT TACC3 PPI = disrupts binding between human ARNT and TACC3; Q9Y6A5; AlphaScreen His-ARNT PAS-B/GST-TACC3 binding, luminescence; TACC3 fragment carries E629A point mutation; inhibition, % at 9.99 µM; actives 0.66% (n = 390,000); AID 623870;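 active means mean inhibition of replicates at least 50% and at least half of replicates each reaching 50%; inconclusive means half or more replicates reach 50% but mean below 50%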;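 further: 0% = complete ARNT plus TACC3 wells and 100% = ARNT alone without TACC3; many hits fall short of the cut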
SIRT5 block = blocks human SIRT5 desuccinylation of peptide | Q9NXA8 | Purified SirT5, succinyl-peptide AMC, trypsin-coupled fluorescence | inhibition, % at 15 µM | actives 1.1% (n = 330,000) | AID 652115; in the data active means inhibition above about 15%; inconclusive means no clear call, values can overlap the other calls
Target sequence (Q9NXA8 whole entry, looked up): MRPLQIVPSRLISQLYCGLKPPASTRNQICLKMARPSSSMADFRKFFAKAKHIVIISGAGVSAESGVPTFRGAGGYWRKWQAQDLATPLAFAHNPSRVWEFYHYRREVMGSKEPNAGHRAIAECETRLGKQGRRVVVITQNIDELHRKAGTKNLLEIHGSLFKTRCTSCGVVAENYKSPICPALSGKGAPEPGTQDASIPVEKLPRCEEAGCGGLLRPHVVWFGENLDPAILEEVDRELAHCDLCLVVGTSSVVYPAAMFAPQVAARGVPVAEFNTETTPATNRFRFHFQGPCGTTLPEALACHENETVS
esBAF inh = blocks esBAF chromatin remodeling in mouse ES cells. Bmi1-luciferase knock-in reporter, 24 h; 100% = twice the neutral-well signal. reporter increase, % at 12.5 µM. actives 2% (n = 350,000). AID 602393; in the data active means activation above about 40%; inconclusive means no clear call, values can overlap the other calls;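 further: 0% = median of the plate's neutral control wells and 100% = double that signal; a rise in the Bmi1 reporter signal indicates esBAF inhibition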
C2C12 statin = protects C2C12 myotubes from simvastatin toxicity | ATP luminescence, 48 h; scaled: DMSO 0, geranylgeraniol control 100 | rescue of ATP level, % at 7.49 µM | actives 0.78% (n = 330,000);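 active means mean ATP rescue above about 67%, or every replicate alone reaching that limit, limit read from the data, passing the limit was not always enough; inconclusive means no clear call, values can overlap the other calls; inactive means mean under the limit and some replicate under it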;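 further: myotubes were challenged with 10 µM simvastatin during compound exposure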
Cneo AK release = causes C. neoformans cell lysis. adenylate kinase release luminescence, 4 h; normalised: neutral wells 0, clomiphene wells 100. actives 0.2% (n = 360,000). lysis activity, % at 15 µM;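 active means mean lysis activity across replicates of at least 80%, whatever share of replicates individually reach that level; inactive means mean lysis activity below 80%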
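read-out = cell lysis signal | test system = log-phase Cryptococcus neoformans yeast cells | input = cells at 5 × 10^6 per mL | medium = fresh YPD growth medium | signal = luminescent adenylate kinase detection reagent | timing = 4 h at 37 °C static, read 1 h later | dosing = single dose | controls = Clomiphene as positive lysis control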
* = called active by the depositor; ? = inconclusive; / = not tested or not shown; & = joins results of further samples; [ ] = another dose, or the depositor's remark.

SMILES	miR-122 sensor	ERp5 block	ARNT TACC3 PPI	SIRT5 block	esBAF inh	C2C12 statin	Cneo AK release
CCOc1ccc(C(=O)CCC(=O)Nc2cccc(S(=O)(=O)N3CCCCC3)c2)cc1	5.4	/	-0.9	4.8	13.2	2.4	0.3
CCc1ccccc1NS(=O)(=O)c1ccc2c(c1)NC(=O)CC(=O)N2	-0.3	/	-9.8	/	0.7	10.8	7.2
C[C@@H]1CN([C@@H](C)CO)C(=O)Cc2cc(NS(=O)(=O)c3cn(C)cn3)ccc2O[C@H]1CN(C)Cc1ccc(-c2ccccc2)cc1	-8.6[16.7 µM]	12.9	/	-4.6	-2.9	?	/
Cc1ccc(S(=O)(=O)N(C)C[C@H]2OCCCC[C@@H](C)Oc3ccc(NC(=O)Nc4ccccc4)cc3C(=O)N([C@H](C)CO)C[C@H]2C)cc1	5.3[16.7 µM]	-2.6	-0.4	-1.7	-3.0	/	-1.1
CN(C)C1=C(Cl)C(=O)N(c2ccc(Cl)c(Cl)c2)C1=O	16.2	-1.5	-8.6	-1.4	-1.7	19.5	-0.6
CCOc1ccc(NC(=O)Cn2cc(C(C)=O)c3ccccc32)cc1	/	1.1	-4.2	-2.9	-6.9	4.9	-3.5
CC(C)(O)CN(C(=O)C(c1ccccc1)c1ccccc1)C1CCCCC1	/	-1.6	-0.1	-1.7	/	/	/
O=C(C[C@@H]1C[C@@H]2c3cc(NC(=O)Cc4ccncc4)ccc3O[C@@H]2[C@@H](CO)O1)NCCN1CCCCC1	-1.7[16.7 µM]	-2.6	5.5	0.6	-3.0	7.1	60.8
O=C(NCC1CCCO1)c1cc2c([nH]c3ccccc32)c(-c2cccc(Cl)c2)n1 (stereo unspecified)	-7.9	/	10.4	/	0.7	1.4	-1.0
C[C@H]1CN([C@@H](C)CO)C(=O)c2cccc(NC(=O)Nc3ccc(C(F)(F)F)cc3)c2O[C@H]1CN(C)S(=O)(=O)c1cn(C)cn1	3.5[16.7 µM]	-2.4	-4.3	-4.5	15.6	-16.7	-8.1
COC(=O)[C@@]12CCCN1[C@H](c1ccc(-c3ccc(F)cc3)c(OC)c1)[C@H]1C(=O)N(C)C(=O)[C@H]12	-8.9	-4.1	-10.8	-0.8	6.7	13.6	-1.4
CCOC(=O)C1CCN(S(=O)(=O)c2ccc(OC)c(Cl)c2Cl)CC1	3.9	1.2	-3.3	7.0	-6.1	-2.5	-0.7
CC(=O)NC[C@@H]1[C@@H](c2ccc(C3=CCCC3)cc2)[C@H](CO)N1Cc1cccnc1	41.7[16.7 µM]	-3.3	-4.9	-2.3	-3.0	-6.8	0.9
C[C@H](CO)N1C[C@H](C)[C@@H](CN(C)C(=O)Nc2ccc(C(F)(F)F)cc2)OCCCC[C@H](C)Oc2ccc(NS(=O)(=O)c3ccc(F)cc3)cc2C1=O	-2.4[16.7 µM]	-2.9	6.1	4.4	3.1	/	-0.5
CCOC(=O)N1CCC(Nc2c(OCC)c(=O)c2=O)CC1	1.2	1.2	-5.7	/	0.5	4.7	0.0
Cc1cc(C(=O)Nc2cccc3c2O[C@H](CN(C)Cc2ccc4c(c2)OCO4)[C@@H](C)CN([C@H](C)CO)C3=O)n(C)n1	32.1[16.7 µM]	3.2	-1.9	-2.1	4.1	-60.6	12.6
O=C(O)c1ccc(N/N=C/C(Br)=C/c2ccccc2)cc1	0.5	3.3	18.1	1.6	74.3*	15.0	2.4
CN(C)CCOC(=O)c1ccc2[nH]c3c(c2c1)CSCC3	/	4.8	19.5	-2.4	/	/	/
CC(C)(C)N1CC(c2nc3ccccc3n2Cc2ccc(F)cc2)CC1=O (stereo unspecified)	6.5	/	-8.7	/	2.1	/	-2.4
Cn1ncc(Cl)c1C(=O)N1CCN(S(=O)(=O)c2ccc(F)cc2)CC1	1.2	1.6	-5.8	-1.7	-5.6	-1.1	0.4
O=C(c1cc2cc(Cl)ccc2oc1=O)N1CCN(c2ccccn2)CC1	/	-2.1	25.3	-5.1	-4.0	1.5	0.8
O=C(NCCN1CCN(Cc2ccccc2)CC1)C1c2ccccc2C(=O)N2CCc3ccccc3C12 (stereo unspecified)	-2.5	-11.9	0.2	-4.4	-1.2	6.8	-0.5
Cc1cccc(NC(=O)c2ccc3c(c2)OCCO3)c1C	-5.2	3.7	17.6	-2.8	54.7*	2.9	-8.1
O=S(=O)(NC1CCCC1)c1cccc(S(=O)(=O)N2CCC(n3nnc4ccccc43)CC2)c1	13.0	/	-1.3	/	-9.0	-47.7	-1.7
CC1(C(=O)NS(=O)(=O)c2ccc(F)cc2F)CCN1C(=O)c1ccco1 (stereo unspecified)	-3.9	2.0	/	/	-3.1	-2.5	-1.1
Nc1nc(N)nc(-c2cccc(Cl)c2Cl)n1	22.3	7.3	0.1	/	4.9	5.5	2.2
Cc1nnc(NC(=O)CSc2cn(CCNC(=O)c3ccccc3)c3ccccc23)s1	-2.1	2.7	-3.4	-1.4	24.5	10.3	-5.9
COC(=O)C1=CN(Cc2ccccc2)C=C(C(=O)OC)C1c1ccc(O)c(OC)c1	0.6	2.3	-5.7	-1.0	-4.8	6.3	-1.2
CCOC(=O)C1=C(C)NC(C)=C(C(=O)OCC)C1c1cc2ccc(C)cc2[nH]c1=O	48.4	/	-0.4	/	-51.6	-50.8	2.2
C[C@H](CO)N1C[C@H](C)[C@H](CN(C)S(=O)(=O)c2cn(C)cn2)Oc2cc(C3=CCCC3)ccc2S1(=O)=O	4.8[16.7 µM]	-2.0	-1.7	-8.6	-2.6	-9.5	1.7
COc1ccc(C(=O)/C=C/c2ccc(F)cc2)c(OC(=O)c2ccc([N+](=O)[O-])cc2)c1	-1.4	/	-4.7	/	38.2	10.8	-0.7
CCn1cc(Br)c(C(=O)NCc2ccco2)n1	0.0	/	5.8	/	1.0	5.4	-3.5
COc1ccc(-c2cc(C(=O)NCCCn3ccnc3)no2)cc1OC	-0.4	/	7.1	/	-1.0	0.8	0.0
O=C(COc1ccccc1F)N1CCCc2ccccc21	-6.4	0.9	-5.0	/	1.4	-1.8	3.6
COc1cccc(NC(=O)N(Cc2cc3cc(C)cc(C)c3[nH]c2=O)CC2COCCO2)c1 (stereo unspecified)	-7.1	/	0.7	/	/	/	1.8
COc1ccccc1S(=O)(=O)Cc1ccc(C(=O)N2CCOCC2)o1	-2.5	-0.1	-4.7	/	-2.9	3.3	2.0
CSC[C@H]1CN(c2ccccc2)C(=O)[C@@H]1CC(=O)Nc1ccc(Br)cc1	4.3	-1.5	/	-5.9	-3.5	1.1	0.5
C[C@@H]1CN([C@H](C)CO)C(=O)c2cc(NC(=O)c3ccccc3)ccc2O[C@@H](C)CCCCO[C@@H]1CN(C)S(C)(=O)=O	6.5[16.7 µM]	0.3	31.6	0.8	-2.2	-5.8	-2.2
C[C@@H]1CN([C@@H](C)CO)C(=O)c2cccc(NC(=O)C3CCOCC3)c2O[C@H]1CN(C)Cc1ccccc1	7.5[16.7 µM]	1.8	-6.7	2.1	0.3	-2.1	-3.7
COc1ccc2c3c1OC1CC(O)C=CC31CCN(C)C2 (stereo unspecified)	-2.7	-2.0&0.4	-7.9&17.6	-4.7&4.4	0.2&-0.3	0.8&1.8	-0.9&5.3
COc1ccc(/C(C)=N\Nc2nc(-c3ccc(Cl)cc3)cc(C(F)(F)F)n2)cc1OC	/	-1.7	0.7	-5.0	/	/	/
CNC[C@@H]1Oc2ncc(-c3cccc(C(=O)N(C)C)c3)cc2C(=O)N([C@H](C)CO)C[C@@H]1C	-13.4[16.7 µM]	-0.9	-4.4	1.6	-6.8	2.2	60.7
COc1ccc(/C(C)=N/NC(=S)NCCc2ccccc2)c(O)c1	-2.8	0.3	18.7	-3.7	-3.8	-16.9	6.7
O=C1C2C3C=CC(C3)C2C(=O)N1c1n[nH]c(-c2ccccc2)n1 (stereo unspecified)	-0.4	/	-2.9	/	-2.6	14.8	2.2
CCOC(=O)C1=C(C)OC(N)=C(C#N)C1c1cc(C)sc1C (stereo unspecified)	-2.5	/	14.5	/	-6.1	-9.3	-2.5
COc1ccc(CCNC(=O)C(=O)NCC2CCCN2S(=O)(=O)c2cc(C)ccc2C)cc1 (stereo unspecified)	-1.8	4.7	5.0	-4.4	-1.4	7.8	-3.0
COc1ccc(NC(=O)N2C[C@H](O)COC[C@@H]3O[C@H](CC(=O)N4CCN(C)CC4)CC[C@H]32)cc1	-0.5[16.7 µM]	4.2	2.6	1.1	4.8	0.0	2.2
CCCNC(=O)C1(C)CCN(C(=O)c2ccc(F)c(Cl)c2)C1 (stereo unspecified)	3.3	-24.4	/	-1.0	-6.8	2.9	0.6
O=C(CSc1nnc(-c2ccccc2)n1C1CCCCC1)Nc1ccc(S(=O)(=O)Nc2ccccn2)cc1	23.9	/	-6.6	/	-1.2	-58.0	0.9
CC1=NNC(=O)C1CCC(=O)N/N=C/c1ccco1 (stereo unspecified)	-2.2	0.4	/	-1.2	3.5	-2.3	1.4
O=C(C[C@H]1CC[C@@H]2[C@H](COC[C@H](O)CN2C(=O)Nc2ccccc2)O1)NCCc1ccncc1	8.7[16.7 µM]	-4.0	-1.4	-11.4	9.5	-9.2	-2.0
CCC(Sc1ncccc1C(=O)OC(C)C)C(=O)NCc1ccco1 (stereo unspecified)	-4.4	/	-4.3	/	-2.7	6.0	-4.2
C[C@H]1CN([C@@H](C)CO)C(=O)c2cccc(NC(=O)Nc3ccc(F)cc3)c2O[C@H]1CN(C)C(=O)Nc1ccccc1	-0.4[16.7 µM]	8.1	-5.9	-4.2	-1.5	-18.5	-4.5
O=C(Nc1ccc2oc(-c3ccccc3F)nc2c1)c1ccccc1F	-6.0	3.9	-3.1	-1.5	84.9*	-18.6	-2.1

A different layout for some results above:
CCC(Sc1ncccc1C(=O)OC(C)C)C(=O)NCc1ccco1 (stereo unspecified)
  miR-122 sensor = -4.4 | ERp5 block = / | ARNT TACC3 PPI = -4.3 | SIRT5 block = / | esBAF inh = -2.7 | C2C12 statin = 6.0 | Cneo AK release = -4.2
CNC[C@@H]1Oc2ncc(-c3cccc(C(=O)N(C)C)c3)cc2C(=O)N([C@H](C)CO)C[C@@H]1C
  miR-122 sensor = -13.4[16.7 µM] | ERp5 block = -0.9 | ARNT TACC3 PPI = -4.4 | SIRT5 block = 1.6 | esBAF inh = -6.8 | C2C12 statin = 2.2 | Cneo AK release = 60.7

Single records, from the list above:
`CCOC(=O)C1=C(C)OC(N)=C(C#N)C1c1cc(C)sc1C` (stereo unspecified) in the list: miR-122 sensor: -2.5; ERp5 block: /; ARNT TACC3 PPI: 14.5; SIRT5 block: /; esBAF inh: -6.1; C2C12 statin: -9.3; Cneo AK release: -2.5
`CCC(Sc1ncccc1C(=O)OC(C)C)C(=O)NCc1ccco1` (stereo unspecified) in the list: miR-122 sensor: -4.4; ERp5 block: /; ARNT TACC3 PPI: -4.3; SIRT5 block: /; esBAF inh: -2.7; C2C12 statin: 6.0; Cneo AK release: -4.2

Ordered by the number under esBAF inh (lowest first): three from the list above.
Structure | miR-122 sensor | ERp5 block | ARNT TACC3 PPI | SIRT5 block | esBAF inh
CSC[C@H]1CN(c2ccccc2)C(=O)[C@@H]1CC(=O)Nc1ccc(Br)cc1 | 4.3 | -1.5 | / | -5.9 | -3.5
C[C@H](CO)N1C[C@H](C)[C@H](CN(C)S(=O)(=O)c2cn(C)cn2)Oc2cc(C3=CCCC3)ccc2S1(=O)=O | 4.8[16.7 µM] | -2.0 | -1.7 | -8.6 | -2.6
CC(C)(C)N1CC(c2nc3ccccc3n2Cc2ccc(F)cc2)CC1=O (stereo unspecified) | 6.5 | / | -8.7 | / | 2.1

Hits appear at their usual frequency, and some 4% of all compounds hit somewhere here.
